GAA inh: qHTS Assay for Inhibitors of Human alpha-Glucosidase as a Potential Chaperone Treatment of Pompe Disease. Lysosomal alpha-glucosidase (Homo sapiens), P10253. Potency, µM (highest dose often 76.9 µM), for inactives: top-dose activity change, negative = inhibition, usual class: inhibitors. 0.005% of 200,000 active. AID 1466, 2008. purified human GAA, 4-MU-alpha-glucoside fluorescence;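 note: plate controls were uninhibited enzyme wells for no effect and no-enzyme background for full effect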
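AC50 values come from Hill fits of compound titrations (up to 77 uM) against 4 nM human enzyme. Substrate 4-methylumbelliferyl-alpha-D-pyranoside at 400 uM, pH 5.0 citrate buffer, 20 min room temperature; fluorescence Ex 365/Em 440 after alkaline stop.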
HTT cytoprotect: qHTS Multiplex Assay to Identify Dual Action Probes in a Cell Model of Huntington: Cytoprotection (ATP). PC12 HTT-Q103 induced, cytoprotection, ATP luminescence, 40 h. AID 1471, 2008. 0.14% of 230,000 active. Potency, µM (series often up to 56.4 µM), inactives show cytoprotection (ATP increase), hits mostly activators;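 note: % of control where 0% means no effect; nearly all actives have a fitted effect of over 45% in size; toxic huntingtin expression switched on by the ecdysone agonist tebufenozide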
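Cells were plated at 1500 per well in phenol red-free DMEM with 5% equine and 5% calf serum. Tebufenozide (100 nM final) and compounds were added, then ATPlite reagent, and luminescence was read.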
RGS12 GoLoco inh: qHTS Assay for Inhibitors of RGS12 GoLoco Motif Activity (Red Fluorophore); Guanine nucleotide-binding protein G(i) subunit alpha-1 (Homo sapiens), P63096; Gai1:RGS12 GoLoco peptide FP, rhodamine, 10 min; Potency, µM (doses to about 61.6 µM), without a hit: at the highest dose activity, negative = inhibition, actives largely listed as inhibitors; 0.44% of 230,000 active; AID 880, 2007; active = well fitted inhibition curve with a large enough effect, not every such curve was filed as active; inactive = no such curve, though single readings can be large or run the other way; note: % is set by controls: 0 for no effect and ±100 for the full control effect; nearly all actives have a fitted effect of over 30% in size; many of its hits are not listed in these tables
Target sequence (P63096 whole entry, looked up): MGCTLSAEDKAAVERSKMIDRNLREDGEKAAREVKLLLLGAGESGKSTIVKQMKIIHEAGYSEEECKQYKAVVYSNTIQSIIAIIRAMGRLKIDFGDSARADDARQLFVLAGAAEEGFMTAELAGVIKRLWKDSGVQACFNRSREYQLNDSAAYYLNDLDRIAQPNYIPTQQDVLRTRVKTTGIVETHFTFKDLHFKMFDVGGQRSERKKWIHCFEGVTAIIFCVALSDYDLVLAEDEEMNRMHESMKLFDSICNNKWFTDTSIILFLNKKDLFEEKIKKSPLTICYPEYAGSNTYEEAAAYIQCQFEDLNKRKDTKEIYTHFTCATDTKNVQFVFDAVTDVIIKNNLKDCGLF
GAA glycogen mod: qHTS Assay for Inhibitors and Activators of Human alpha-Glucosidase Cleavage of Glycogen; Potency, µM (titrated, usually from 76.4 µM), without a hit: top-dose activity change, negative = inhibition, most hits filed as inhibitors; recombinant GAA, glycogen substrate, Amplex Red glucose oxidase fluorescence; 0.38% of 300,000 active; Lysosomal alpha-glucosidase (Homo sapiens), P10253;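 note: 0% = full enzyme reaction and -100% = no-enzyme basal signal; the screen sought inhibitors and activators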
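Natural-substrate format: glycogen cleavage by 4 nM human enzyme, glucose read by Amplex Red coupling (Ex 573, Em 610 nm). Normalized to enzyme and no-enzyme controls.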
GAA spleen mod: qHTS Assay for Inhibitors and Activators of Human alpha-Glucosidase From Spleen Homogenate; Lysosomal alpha-glucosidase (Homo sapiens), P10253; human spleen homogenate, 4-MU-alpha-glucoside fluorescence; Potency, µM (top dose mostly 79.9 µM), for the others: at the top dose activity change, negative = inhibition, usual class: inhibitors; 0.006% of 240,000 active; AID 2112, 2009;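 note: 0% = enzyme with vehicle and -100% = no enzyme basal signal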
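Human spleen homogenate (1 ug) incubated with compounds and 1 mM 4-methylumbelliferyl-alpha-D-glucopyranoside in pH 5.0 citrate/phosphate buffer, 37 C, 40 min. Stopped at pH 10; 4-MU fluorescence (Ex 365/Em 440 nm); AC50 by Hill fit.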
HTT aggregate: qHTS Multiplex Assay to Identify Dual Action Probes in a Cell Model of Huntington: Aggregate Formation (GFP) | PC12 HttQ103-GFP aggregates, Acumen cytometry, 40 h | Potency, µM (top dose mostly 46.1 µM), for the others: at the highest dose activity change, negative = inhibition, actives largely listed as inhibitors | 1.1% of 220,000 active | AID 1688, 2009; note: % is set by controls: 0 for no effect and ±100 for the full control effect; nearly all actives have a fitted effect of over 60% in size
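PC12 cells with ecdysone-inducible HTT exon1 Q103-GFP, induced by 100 nM tebufenozide, given compounds in a concentration series. GFP aggregates (1–25 um, 6 SD above background) counted in lysates by laser-scanning cytometry, 488 nm excitation.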
IMPase Li inh: qHTS Assay for Identifying the Cell-Membrane Permeable IMPase Inhibitors: Potentiation with Lithium | CHO-M1 cells, IP1 TR-FRET (IP-One), carbachol + lithium | Potency, µM (titrated, usually from 59.4 µM), inactives show at the top dose activity, negative = IMPase inhibition, hits mostly inhibitors | 0.35% of 210,000 active;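 note: IP1 builds up when IMPase is blocked and the TR-FRET signal falls; plate controls were basal vehicle for no effect and high inhibitor control for full effect; nearly all actives have a fitted effect of over 50% in size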
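CHO cells stably expressing M1 receptor (2000/well, cultured 16–30 h) treated 30 min at 37C with compound plus low lithium. Cytosolic IP1 by TR-FRET (665/620 ratio and 620 channel) after 10 min lysis; AC50 by Hill fit.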
* hit, by the source's call; ? = inconclusive; / = not tested or not shown; & = joins results of further samples; [ ] = dose if it differs, or a comment. Unless noted, calls come from the whole dose curve; as a rule, active = well fitted curve in the direction sought with a large enough effect; inconclusive = small, poorly fitted or top-dose-only effect, or another doubt; inactive = no such curve, though single readings can be large; an effect the other way counts as inactive or inconclusive. Potency is the fitted concentration of half-maximal effect. An excerpt; count on the stated rates, not on these rows.

Sequence of screens: GAA inh | HTT cytoprotect | RGS12 GoLoco inh | GAA glycogen mod | GAA spleen mod | HTT aggregate | IMPase Li inh
- CCOC(=O)CSc1nc(C)c(C(C)=O)cc1C#N
  5% | 4%[10 µM] | -19% | -2% | 5% | 0% | 9%
- CCCS(=O)(=O)N1CCC(C(=O)N2CCCC2)CC1
  -3% | 11%[10 µM] | 3% | 2% | 3% | 2% | -13%[38.3 µM]
- O=c1c(-c2cccc(F)c2)nc2cncnc2n1Cc1ccccc1
  / | -9% | 15% | / | -8% | / | -5%
- Cc1ccccc1NC1=CC(=O)CC(C)(C)C1
  3% | 23%[10 µM] | 12% | 5% | -2% | 13% | 2%
- O=C(OC1Cc2c(O)cc(O)cc2OC1c1cc(O)c(O)c(O)c1)c1cc(O)c(O)c(O)c1 (configuration not stated)
  / | / | -4% | / | -2% | / | -14%
- COc1cc(C(=O)NCC(=O)N/N=C(/C)c2ccc3c(c2)CCCC3)cc(OC)c1OC
  3% | -42% | 3% | -6% | 7% | 18% | 10%
- CC1(C)CC(=O)C=C(NCCc2ccc(S(N)(=O)=O)cc2)C1
  0% | -5% | 0% | -2% | 7% | -20% | 10%[38.3 µM]
- Cc1cccc(OCCn2c(CCCO)nc3ccccc32)c1
  -1% | 16%[10 µM] | 5% | 3% | -5% | 5% | 17%[38.3 µM]
- COc1ccc(OCC(=O)NNC(=O)c2cc3ccccc3o2)cc1
  -8% | 3%[10 µM] | 15% | 12% | 0% | 9% | 1%
- Cc1nn(-c2ccccc2)nc1CNC(=O)C1CCC1
  -4% | -4%[10 µM] | 5% | -14% | -4% | -9%[9.22 µM] | /
- Cc1c(NC(=O)C(C)N2C(=O)C3C4C=CC(C4)C3C2=O)c(=O)n(-c2ccccc2)n1C (configuration not stated)
  -2% | 4% | -7% | -20% | -11% | -2% | -7%[38.3 µM]
- Cc1ccc(C(c2nnnn2CC2CCCO2)N2CCN(C)CC2)cc1 (configuration not stated)
  -8% | 14%[10 µM] | -3% | -8% | 0% | -7%[9.22 µM] | 6%
- COc1ccc(C(=O)NNC(=O)c2ccccc2[N+](=O)[O-])cc1
  -4% | -32%[10 µM] | 1% | 3% | 0% | 22% | 0%
- CCCCOC(=O)CCc1c(C)[nH]c(=S)[nH]c1=O
  11% | -2% | -6% | -22% | 2% | 3% | -4%[38.3 µM]
- CN1CCN(C(=O)CCN2C(=O)S/C(=C/c3ccc(Cl)cc3)C2=O)CC1
  0% | -13% | -3% | 0% | -3% | 9% | 11%
- c1ccc2cc(OCCN3CCCC3)ccc2c1
  10% | -5% | -15% | -7% | -27% | 5% | -5%[38.3 µM]
- CSCCC(/C(O)=C(\C#N)c1nc2ccccc2[nH]1)N1C(=O)c2ccccc2C1=O (configuration not stated)
  4% | -11% | 13% | -5% | 4% | -7% | 5%[38.3 µM]
- CC(NC(=O)COc1cc(=O)n(C)c2ccccc12)c1ccc2c(c1)OCCO2 (configuration not stated)
  -1% | -11% | 5% | 0% | -6% | 27% | 10%[38.3 µM]
- COc1ccc(Nc2nccc(N(C)C)c2C#N)cc1
  6% | 0% | 6% | -1% | -8% | -1% | 4%
- CCOC(=O)CCNC(=O)N1CCCC(CCC(=O)N(C)CCc2ccccn2)C1 (configuration not stated)
  -4% | -4%[10 µM] | 7% | -13% | -14% | 5%[9.22 µM] | 9%
- COC(=O)N1CN(C(=O)OC)CN(C(=O)OC)C1
  1% | -10% | 0% | 7% | -5% | -1% | -5%[38.3 µM]
- COCCCNC(=S)NCCCNc1nc2cc3c(cc2cc1C#N)OCO3
  ? | 3%[10 µM] | 6% | 3% | 10% | 7% | 7%
- CCN(Cc1ccccc1)C(c1ccncc1)c1nnnn1C(C)(C)C (configuration not stated)
  2% | 6%[10 µM] | -13% | 2% | 1% | 4% | 11%
- CCC(=O)Nc1ccc(N2CCN(C(=O)c3cccs3)CC2)cc1
  ? | -26% | 8% | 21% | 2% | -8% | 2%
- COc1cc(C2NC(=O)NC(C)=C2C(=O)OC2CCCC(C)C2)ccc1O (configuration not stated)
  6% | 19%[10 µM] | 14% | ? | 2% | 0% | 27%[38.3 µM]
- COC(=O)c1cc(NS(=O)(=O)c2ccc(N3CCCCCC3)c([N+](=O)[O-])c2)cc(C(=O)OC)c1
  -6% | -16% | -5% | -8% | -9% | -4% | 7%[38.3 µM]
- CC1(C)CC(=O)C=C(Nc2ccccc2F)C1
  1% | -5% | -11% | -11% | 4% | 9% | -6%[38.3 µM]
- COc1ccccc1-n1cnc2cc(C(=O)NCCCN3CCOCC3)ccc21
  -4% | 22%[1.9 µM] | 11% | 6% | 1% | 12% | 16%[38.3 µM]
- O=C(O)[C@H]1C(=CCO)O[C@H]2CC(=O)N12
  / | -43%[inhibitor] | 5% | / | -5% | -1% | 6%
- CC(=O)/C(=N/Nc1ccc(Br)cc1)Sc1cccc2cccnc12
  12% | 3%[1.9 µM] | -11% | -3% | -5% | -8% | -9%
- O=C(Cn1nnc(-c2ccc(S(=O)(=O)N3CCCC3)cc2)n1)Nc1ccccc1-n1cccc1
  -9% | -10%[10 µM] | 5% | -4% | -9% | -7% | 9%[38.3 µM]
- Cn1c(=O)[nH]c(=O)c2c1nc(N1CCN(c3cccc(Cl)c3)CC1)n2CCCc1ccccc1
  -12% | 20%[1.9 µM] | 7% | -5% | -9% | 25% | -4%[38.3 µM]
- Cc1cc(NC(=O)CC(C)(C)C)nc2c1c(=O)oc1ccccc12
  -4% | -6%[10 µM] | 37%[activator] | -2% | -10% | -8% | ?
- COc1cc(C)c(C)cc1S(=O)(=O)N1CCN(Cc2ccc3c(c2)OCO3)CC1
  ? | -11% | 7% | -16% | 15% | ? | 35%[activator][38.3 µM]
- COC(=O)c1ccc(C(=O)OC)c(NC(=S)N2CCN(C(=O)C3CCCO3)CC2)c1 (configuration not stated)
  / | 15%[10 µM] | -5% | 6% | 6% | -4%[9.22 µM] | /
- COc1ccc(C(=O)NNC(=O)c2cccc(F)c2)cc1
  10% | 43%[10 µM] | 10% | -4% | 3% | 31%[9.22 µM] | 3%
- CC1(OC(=O)CCc2ccccc2)C(=O)C=C2C=C(c3ccc(C#N)cc3)N(C3CCCCC3)C=C2C1=O (configuration not stated)
  / | 1%&5%[10 µM] | 3%[14.2 µM] | 0% | 2%[17.4 µM] | 1%[9.22 µM] | 3%
- COc1ccc(/C(N)=N/OC(=O)Cc2ccc(C)cc2)cc1OC
  1% | 14%[10 µM] | 12% | -1% | -3% | 4% | -2%
- CCNC(=O)CC1C(=O)N(c2ccc(F)cc2)C(=O)N1Cc1ccc(OC)cc1 (configuration not stated)
  3% | -22% | 2% | 8% | -3% | 26% | 4%[38.3 µM]
- Cc1ccc(C2=NN3C(C2)c2ccccc2OC32C(=O)Nc3ccccc32)cc1 (configuration not stated)
  -8% | -32% | 139%[activator] | -15% | 1% | 17% | 42%[activator][38.3 µM]
- Cc1ccc(C)c2[nH]c(=O)c(CN(Cc3nnnn3C3CCCCC3)CC3CCCO3)cc12 (configuration not stated)
  1% | -8%[10 µM] | -19% | 4% | 2% | 7% | 17%[38.3 µM]
- CC1CC(C)CN(C(=S)SCc2nc(N)nc(Nc3ccccc3)n2)C1 (configuration not stated)
  / | 7%[10 µM] | 8% | -5% | 0% | 18%[9.22 µM] | /
- Cc1ccc(C2CCN(C(=O)Nc3ccc(F)cc3)C2)cc1 (configuration not stated)
  5% | -61%[inhibitor] | 10% | -2% | 6% | -18% | 4%
- COc1cccc(CN2CCNC(=O)C2CC(=O)N(C)CCc2ccccn2)c1OC (configuration not stated)
  / | 8%[10 µM] | 3% | -9% | 9% | -18%[9.22 µM] | -2%
- O=C(NCCc1ccccc1)c1ccc2nc(-c3ccco3)c(-c3ccco3)nc2c1
  -8% | -38%[inhibitor] | -5% | 9% | -1% | 2% | 4%[38.3 µM]
- CC1CCCC(C)N1C(=O)CSc1nnc(NC(=O)Cc2cccs2)s1 (configuration not stated)
  -3% | 5%[10 µM] | / | -4% | 2% | 15% | /
- O=C(Nc1ccccc1C(F)(F)F)c1cc(-c2ccccc2O)on1
  0% | -12%[10 µM] | -5% | 2% | -5% | -10% | -2%
- O=C1[C@H]2[C@H]3[C@H](O)[C@H](O)C/C(=N\OC[C@@H](O)COCc4ccco4)[C@@H]3CC[C@H]2C(=O)N1c1ccc(F)cc1F
  1% | / | 10% | 9% | 4% | 1% | 3%
- CCOC(=O)c1cc(-c2csc(-c3ccc(C(C)(C)C)cc3)n2)on1
  3%[15.4 µM] | 7%[10 µM] | -5% | -9% | 8% | -7%[9.22 µM] | /
- COc1ccc(/C=N/NC(=O)Cc2csc(Nc3cccc(C(F)(F)F)c3)n2)cc1C
  -3% | -16% | -1% | -23% | 3% | 8% | 5%[38.3 µM]
- CCOC(=O)N1CCC(N2C(=O)c3ccccc3C2Nc2ccccc2)CC1 (configuration not stated)
  -6% | -11% | 4% | -6% | 9% | 7% | 2%[38.3 µM]
- Cc1cc(C)n(CC(=O)N/N=C/c2ccc([N+](=O)[O-])s2)n1
  -9% | -41%[inhibitor] | 5% | 3% | -4% | ? | 3%
- COc1ccc(CCNC(=O)C2CCC(CNS(=O)(=O)c3ccc(F)cc3)CC2)cc1OC (configuration not stated)
  0% | 11%[10 µM] | 4% | 3% | 6% | 0% | -1%
- CC1CCCN(C(=O)C2CCN(CC(C)c3ccccc3)CC2)C1 (configuration not stated)
  0% | 10%[10 µM] | -6% | 1% | -3% | -9% | 18%
- Cc1cc(O)c(NC(=O)c2ccc(Br)o2)cc1C
  -6% | -29%[10 µM] | 22% | ? | -7% | 0% | 30%[38.3 µM]
- O=C(NCc1ccncc1)C(=O)N/N=C/c1ccc(OCc2ccccc2)cc1
  -1% | 21% | 6% | 7% | 5% | -3% | 0%

3 of the entries above in order of the IMPase Li inh value, highest first:
compound	IMPase Li inh
O=C(NCc1ccncc1)C(=O)N/N=C/c1ccc(OCc2ccccc2)cc1	0%
COc1ccc(CCNC(=O)C2CCC(CNS(=O)(=O)c3ccc(F)cc3)CC2)cc1OC (configuration not stated)	-1%
O=C(Nc1ccccc1C(F)(F)F)c1cc(-c2ccccc2O)on1	-2%

Source: PubChem BioAssay (National Center for Advancing Translational Sciences (NCATS))
